# Assay outcomes as filed in PubChem BioAssay.
# p97 ATPase inh = blocks human p97 ATPase activity; actives 0.42% (n = 220,000); inhibition, % at 8 µM; recombinant p97 ATPase, Kinase-Glo ATP luminescence, 3 h; P55072; in the data active = inhibition above about 15%;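 also: 0% = DMSO vehicle and 100% = wells lacking enzyme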
# p47phox inh = inhibitors of human p47phox binding. AID 1274. P14598. inhibition, % at 24.7 µM. p47phox/p22phox peptide binding, fluorescence polarization, 2 h. actives 0.53% (n = 220,000);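 active = inhibition above about 30%, limit read from the data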;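 also: 0% = p47phox with labelled peptide and 100% = labelled peptide alone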
# Target sequence (P14598 whole entry, looked up): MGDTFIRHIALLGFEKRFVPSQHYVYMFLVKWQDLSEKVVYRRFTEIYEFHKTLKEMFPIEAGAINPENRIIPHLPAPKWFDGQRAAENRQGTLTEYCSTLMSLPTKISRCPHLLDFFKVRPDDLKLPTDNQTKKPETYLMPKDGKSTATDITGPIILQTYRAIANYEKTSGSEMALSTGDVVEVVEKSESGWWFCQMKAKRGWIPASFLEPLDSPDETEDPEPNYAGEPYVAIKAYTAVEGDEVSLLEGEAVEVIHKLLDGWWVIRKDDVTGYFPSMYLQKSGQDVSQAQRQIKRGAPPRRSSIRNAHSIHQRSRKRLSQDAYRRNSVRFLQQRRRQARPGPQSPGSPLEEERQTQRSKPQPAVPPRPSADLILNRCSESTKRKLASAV
# m-calpain inh = calpain II (pig) inhibition. purified calpain II, fluorogenic peptide substrate, 30 min. inhibition, % at 16 µM. actives 0.37% (n = 220,000). AID 1236;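 active = inhibition above about 50%, limit read from the data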
# RBBP9 inhibitor = inhibitors of human serine hydrolase RBBP9 | O75884 | inhibition, % at 7.94 µM | recombinant RBBP9, FP-Rh probe fluorescence polarization | actives 0.2% (n = 220,000);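 active = inhibition above the campaign mean of all tested compounds plus 3 SD, cut at about 14% in these data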;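 also: plate controls were DMSO wells with RBBP9 for no effect and wells lacking RBBP9 protein for full effect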
# Target sequence (O75884 whole entry, looked up): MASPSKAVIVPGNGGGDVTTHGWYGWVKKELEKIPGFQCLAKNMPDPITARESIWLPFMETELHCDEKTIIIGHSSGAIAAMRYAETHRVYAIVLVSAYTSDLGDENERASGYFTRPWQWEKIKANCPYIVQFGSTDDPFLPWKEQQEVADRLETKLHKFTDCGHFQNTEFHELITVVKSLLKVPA
#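 Test system: recombinant human RBBP9; Timing: 30 min then 45 min, 25 °C; Detection: fluorescence polarization; Control set: RBBP9 with DMSO as uninhibited control, no-protein wells as full inhibition; Compound dosing: one concentration, 7.94 µM nominal, 0.794% DMSO; Probe or stimulus: FP-Rh activity-based probe, 375 nM before mixing.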
# Tb hexokinase = blocks Trypanosoma brucei hexokinase 1 activity. recombinant TbHK1, G6PDH-coupled NADH A340. inhibition, % at 10 µM. actives 0.11% (n = 220,000);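 active = inhibition of 50% or more in the single-dose primary screen; inactive = inhibition below 50%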
# Runt-SMMHC FRET = Runt domain-CBFb-SMMHC interaction inhibition; Q01196+Q13951; Cerulean-Runt/Venus-CBFb-SMMHC FRET ratio 530/480, 1 h; inhibition, % at 20 µM; actives 0.74% (n = 220,000);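 active = mean inhibition across duplicate retests at 20 µM reaching about 50%, limit read from the data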;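 also: 0% = DMSO wells and 100% = wells with excess untagged CBFb-SMMHC; inhibitors lower the FRET ratio by blocking Runt binding to CBFb-SMMHC; some results filed as inactive read as strong as hits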
# Runt-CBFb FRET = inhibitors of human RUNX1 Runt domain binding to CBFb; Q01196+Q13951; AID 1496; actives 0.46% (n = 220,000); Cerulean-Runt/Venus-CBFb FRET ratio 530/480, 1 h; inhibition, % at 20 µM;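 active = inhibition over about 50% at 20 µM in the single-dose screen, limit read from the data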;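 also: 0% = DMSO wells and 100% = excess unlabeled CBFb competitor control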
#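 Doses: 20 µM compound in 1% DMSO | Material: Cerulean-labeled Runt domain protein | Amount: Each fluorescent fusion protein 100 nM | Schedule: Two 1 h room-temperature incubations shielded from light | Measured by: FRET fluorescence | Evaluation: Loss of energy transfer signal | Controls: Unlabeled CBFb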
# EBV gp42 inh = blocks Epstein-Barr virus glycoprotein 42 binding; Fluorescence polarization binding assay, mP read-out; AID 1085; Q1HVG2; inhibition, % (tested at 21.74 µM); actives 0.42% (n = 220,000); in the data active = inhibition above about 50%
# Target sequence (Q1HVG2 whole entry, looked up): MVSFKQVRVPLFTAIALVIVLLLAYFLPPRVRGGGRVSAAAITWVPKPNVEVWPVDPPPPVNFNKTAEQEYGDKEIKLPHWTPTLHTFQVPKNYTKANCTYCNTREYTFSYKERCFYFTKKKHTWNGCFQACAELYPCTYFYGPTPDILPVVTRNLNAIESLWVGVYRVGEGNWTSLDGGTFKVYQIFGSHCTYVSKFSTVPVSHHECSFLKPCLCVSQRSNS
# Furin inhibitor = blocks human furin protease activity; purified furin, fluorogenic substrate cleavage; actives 0.061% (n = 220,000); P09958; inhibition, % at 30 µM; in the data active = inhibition above about 25%; also: inactives centre near -15
# * marks the source's active call; other numbers are inactive results; nt = not tested or not shown; & = joins results of further samples; [ ] = remark or other dose.
# Key to letters: A = p97 ATPase inh; B = p47phox inh; C = m-calpain inh; D = RBBP9 inhibitor; E = Tb hexokinase; F = Runt-SMMHC FRET; G = Runt-CBFb FRET; H = EBV gp42 inh; I = Furin inhibitor
CCCCCn1c(SCC#N)nc2cc(C(=O)NCC3CCCO3)ccc2c1=O (centres undefined)
  A: 2	B: -17	C: -13	D: -4	E: 1	F: -5	G: -1	H: -11	I: -17
CCN(CC)S(=O)(=O)c1cccc(NC(=O)CCSc2ccc(Cl)cc2)c1
  A: -1	B: -10	C: 22	D: -9	E: 6	F: -2	G: -1	H: 11	I: -14
Cc1ccc(-c2cc(C(=O)NC3=NCCS3)c3cc(Br)ccc3n2)o1
  A: 7	B: -79	C: -41	D: -8	E: -3	F: 6	G: 9	H: -15	I: -13[20 µM]
Cc1cc(C)c2nc(C(F)(F)F)nc(NCCCN3CCOCC3)c2c1
  A: -3	B: -9	C: -51	D: -5	E: -12	F: 0	G: -1	H: -19	I: -11[20 µM]
O=c1[nH]ncc2c3ccccc3n(Cc3cccc(Cl)c3)c12
  A: 2	B: -84	C: 5	D: -14	E: 7	F: -17	G: -4	H: -140	I: -23
COc1ccc(NC(=S)N2CCC(C(=O)c3ccc(C)cc3)CC2)c(OC)c1
  A: -2	B: -12	C: -11	D: -14	E: -5	F: 1	G: -2	H: 12	I: -21
O=C(O)CCC(=O)Nc1ccc(Sc2ccc([N+](=O)[O-])cc2)cc1
  A: 8	B: -3	C: -3	D: 8	E: 16	F: 0	G: 1	H: -13	I: -3
CN(Cc1ccccc1)c1ccc(C(CC(N)=O)NC(=O)Cc2ccc(Br)cc2)cc1[N+](=O)[O-] (centres undefined)
  A: nt	B: 11	C: 7	D: nt	E: 7	F: -5	G: -2	H: -3	I: -27
CC(=O)N(C)c1ccc(OCC(O)Cn2c(C)nc3ccccc32)cc1 (centres undefined)
  A: -3	B: 1	C: 21	D: 0	E: 8	F: 1	G: -1	H: -1	I: -3
COC(=O)c1sc2ncn(CC(=O)NCCc3ccc(OC)c(OC)c3)c(=O)c2c1C
  A: 1	B: -15	C: -27	D: -7	E: -8	F: 3	G: 2	H: -6	I: -2
COc1ccc(/C=C/C(=O)c2ccc(Cl)s2)cc1O
  A: 7	B: -41	C: 12	D: -4	E: -22	F: -6	G: -1	H: 6	I: -13[20 µM]
CN1CCN(C(=O)c2ccc(CN3CCOCC3)cc2)CC1
  A: 3	B: -8	C: -5	D: -5	E: 1	F: -8	G: -4	H: -11	I: -23
COCCNC(=O)CSCc1c(F)cccc1Cl
  A: 7	B: 0	C: 29	D: -5	E: 3	F: -4	G: 1	H: 7	I: -16[20 µM]
CC(C)CCNC(=O)C(=O)Nc1ccccc1
  A: 4	B: -7	C: -16	D: -5	E: 0	F: -1	G: -1	H: -6	I: -11
CC(C)(C)[C@H]1C=C(C(N)=O)O[C@@H](OCc2ccc(CO)cc2)C1
  A: -1	B: nt	C: 4	D: -4	E: -2	F: -1	G: 0	H: -10	I: -20
COc1ccc(NC(=O)COC(=O)Cn2c(C)nc3ccccc32)cc1OC
  A: -6	B: -1	C: 13	D: -4	E: 1	F: 3	G: nt	H: 12	I: -2[20 µM]
COc1cc(CNn2c(C)n[nH]c2=S)cc(Br)c1OCc1ccc(F)cc1
  A: 0	B: -9	C: 3	D: -4	E: 4	F: 12	G: 9	H: 11	I: -27
O=C(CSc1ccc2nnc(-c3ccccn3)n2n1)Nc1ccc2c(c1)OCO2
  A: 4	B: -8	C: -50	D: 5	E: -10	F: -1	G: -1	H: 6	I: -24
CCc1ccccc1N(CC)C(=O)c1cn(CC)c(=O)c2cc(OC)c(OC)cc12
  A: -7	B: 1	C: 2	D: -6	E: -12	F: -3	G: -4	H: -19	I: -11
CCN=c1scc(-c2cccs2)n1/N=C/c1cc(OC)ccc1O
  A: -3	B: -5	C: 15	D: -5	E: 24	F: -119	G: -23	H: 8	I: -3
COc1ccc(S(=O)(=O)N2CCCCCC2)cc1C(=O)OCc1c(C)noc1C
  A: -8	B: 23	C: -11	D: -1	E: 2	F: -4	G: -4	H: 0	I: -19
Cn1c(=O)c2c(ncn2CC(=O)N2CCCCCC2)n(C)c1=O
  A: 3	B: -8	C: -24	D: -2	E: -9	F: 1	G: 2	H: -7	I: -26
CCC1CCCCN1S(=O)(=O)c1ccc(C(=O)Nc2nnc(-c3ccccc3Cl)o2)cc1 (centres undefined)
  A: 2	B: -8	C: -90	D: -6	E: 7	F: -2	G: -4	H: 2	I: -26[20 µM]
O=C(CNS(=O)(=O)c1ccccc1)OCc1cccc([N+](=O)[O-])c1
  A: -5	B: 0	C: 16	D: 0	E: 38	F: 3	G: 1	H: -7	I: -2
O=C(NC1CCCCC1)N1CCN(S(=O)(=O)c2ccc(F)cc2)CC1
  A: -2	B: 13	C: -12	D: -9	E: -7	F: 0	G: -2	H: -8	I: -21
Clc1ccc(-c2csc3ncnc(NCCN4CCOCC4)c23)cc1
  A: -4	B: -10	C: -38	D: -4	E: -9	F: 4	G: 0	H: -12	I: -20[20 µM]
O=C(CC1C(=O)NC2CCCCC2N1C(=O)c1ccc(F)cc1)Nc1ccccc1 (centres undefined)
  A: -2	B: -4	C: 13	D: -5	E: 4	F: -1	G: -3	H: -4	I: -10[20 µM]
O=C(NCCCn1ccnc1)c1cc(C(=O)C2CC2)c[nH]1
  A: 1	B: -2	C: -50	D: 1	E: -2	F: 0	G: 1	H: -1	I: -17[20 µM]
Cc1cc(C)[n+]2n1C(=O)C(c1ccccc1)=C2[O-]
  A: 0&10	B: -2&-4	C: -14&3	D: -3&-3	E: -1&37	F: -3&1	G: 0&-2	H: 7&-16	I: -32&-10
O=C(Nc1ccccc1Cl)Oc1ccc2ccccc2c1
  A: 3	B: -17	C: -10	D: -4	E: -5	F: 1	G: 1	H: -10	I: -27
O=C(Nc1cc2c(cc1Cl)OCCCO2)c1ccccc1
  A: 3	B: -7	C: -1	D: -5	E: 5	F: -1	G: 0	H: -9	I: -28[20 µM]
C=CCN1C(=Nc2cccnc2)SCC1(O)c1ccc(C)cc1 (centres undefined)
  A: 3	B: -8	C: 15	D: 6	E: 14	F: 2	G: -2	H: -5	I: 0
CCC(=O)N/C(=N/c1nc(C)cc(C)n1)Nc1ccc(OC)cc1
  A: -1	B: -6	C: 10	D: 19*	E: -2	F: 3	G: -1	H: -3	I: -6[20 µM]
COc1ccc(CCN2C(=O)CS/C2=N\NC(=O)c2ccc(C(C)(C)C)cc2)cc1OC
  A: 3	B: -12	C: 4	D: 3	E: -3	F: -2	G: 0	H: -2	I: -28
CCOC(=O)C1=C(C)N=C2SC(CC)C(=O)N2C1c1cccc(F)c1 (centres undefined)
  A: -6	B: -26	C: 1	D: -3	E: -19	F: 1	G: 1	H: -7	I: -9
Cc1ccc([N+](=O)[O-])c2c1C(N1CC(C)OC(C)C1)C(C)(C)O2 (centres undefined)
  A: 3	B: -26	C: 8	D: -4	E: -5	F: -1	G: -1	H: -14	I: -16
Cc1c(O)c(CN(C)C)cc2c1oc(=O)c1ccccc12
  A: 9	B: -8	C: -7	D: -3	E: -21	F: -19	G: -11	H: -11	I: -23
O=C(NCC12CC3CC(C1)CC(CNC(=O)N1CCCC1)(C3)C2)N1CCCC1
  A: 0	B: -11	C: -6	D: 1	E: -3	F: 2	G: -1	H: -7	I: -15[20 µM]
COc1ccc(OC)c(N/C(C)=C/C(=O)c2ccc(Br)cc2)c1
  A: -2	B: -3	C: -4	D: -7	E: 5	F: -8	G: -6	H: 3	I: -12
COc1cc(/C=C2/NC(=O)NC2=O)cc(Br)c1OCc1ccccc1
  A: 5	B: -2	C: 2	D: -5	E: -15	F: 0	G: 0	H: -19	I: -9
O=C(O)C1CCCCC1C(=O)Nc1ccccc1Nc1ccccc1 (centres undefined)
  A: 3	B: -21	C: -37	D: 8	E: -1	F: -6	G: 0	H: 3	I: -24
Cc1ccc2c(Cn3cc(C(F)(F)F)cc(Cl)c3=O)cc(=O)oc2c1
  A: 8	B: -1	C: -4	D: 1	E: 31	F: 0	G: -1	H: -12	I: -13
COC(=O)c1ccccc1OS(=O)(=O)N(C)C
  A: 3	B: 0	C: -29	D: 2	E: -1	F: -8	G: 0	H: -17	I: -22
C=CCNC(=S)NNC(=O)c1cc(O)ccc1O
  A: 2	B: 6	C: -27	D: 5	E: -5	F: 13	G: 24	H: -8	I: -14
COC(=O)c1cc2occc2n1Cc1cccc(C)c1
  A: -6	B: -11	C: 29	D: -2	E: 12	F: -2	G: -2	H: 6	I: -9
Cc1ccc(NC(=O)c2cc(-c3cccs3)nc3ccccc23)nc1
  A: 0	B: -13	C: 12	D: -11	E: -8	F: -2	G: 4	H: 7	I: -18
CCc1ccc2nc3c(c(C(=O)O)c2c1)CCC3
  A: 6	B: -3	C: -26	D: 8	E: 1	F: -6	G: 2	H: -3	I: -15
CCn1cc(C(=O)NCCCN(C)C)c(=O)c2cc(F)c(N3CCN(C)CC3)cc21
  A: -9	B: 1	C: -105	D: -7	E: -12	F: -2	G: -1	H: -16	I: -23
CCOc1ccc(CCNC(=O)CN2C(=O)NC(CCSC)C2=O)cc1OCC (centres undefined)
  A: 2	B: -4	C: -12	D: 2	E: -3	F: -1	G: -2	H: -17	I: -22
CC1CCC(NC(=O)c2ccc(NC(=O)c3ccc(=O)[nH]c3)cc2)CC1 (centres undefined)
  A: 7	B: -4	C: -40	D: -4	E: 3	F: 2	G: -1	H: -11	I: 8
COc1ccc(CNC(=O)Nc2ccc(C)cc2)cc1
  A: -1	B: -1	C: 7	D: -3	E: 0	F: -4	G: -1	H: 2	I: -26[20 µM]
O=C(O)c1cc(-c2ccc(/C=C3/SC(=S)N(Cc4ccccc4)C3=O)o2)ccc1Cl
  A: 4	B: -40	C: 40	D: -1	E: 29	F: 4	G: 19	H: -105	I: 3
CN1CCN(S(=O)(=O)c2ccc(C(=O)Nc3ccccc3)cc2)CC1
  A: 3	B: -1	C: -4	D: -6	E: 1	F: -6	G: 2	H: -6	I: -18[20 µM]
Cc1ccc(-c2nn(C)c(=O)c3ccccc23)cc1CNC(=O)NC1CCCCC1
  A: -6	B: -5	C: -62	D: -11	E: -14	F: -3	G: -1	H: 7	I: -18
COC(=O)c1scc(C)c1NS(=O)(=O)c1ccc(NC(C)=O)cc1
  A: -3	B: -2	C: 10	D: -6	E: 32	F: -2	G: 2	H: -11	I: -21
CCCCc1ccc(NC(=S)NN2CCOCC2)cc1
  A: -4	B: -4	C: 22	D: -3	E: 0	F: 1	G: 1	H: 6	I: -10
CC(C)(C)NS(=O)(=O)c1ccc(Oc2ncc(C(F)(F)F)cc2Cl)cc1
  A: -6	B: -13	C: -6	D: -5	E: 0	F: 2	G: -2	H: -7	I: -16[20 µM]
CCOc1ccc(S(=O)(=O)Nc2ccccc2C(=O)Nc2ccccc2N2CCOCC2)cc1
  A: -1	B: -9	C: -36	D: 7	E: -3	F: 1	G: 2	H: -7	I: 22[20 µM]

# Part of the list above in order of molar mass, falling:
# Key to letters: A = p97 ATPase inh; B = p47phox inh; C = m-calpain inh; D = RBBP9 inhibitor; E = Tb hexokinase; F = Runt-SMMHC FRET; G = Runt-CBFb FRET; H = EBV gp42 inh; I = Furin inhibitor
CCOc1ccc(S(=O)(=O)Nc2ccccc2C(=O)Nc2ccccc2N2CCOCC2)cc1
  A: -1	B: -9	C: -36	D: 7	E: -3	F: 1	G: 2	H: -7	I: 22[20 µM]
CC1CCC(NC(=O)c2ccc(NC(=O)c3ccc(=O)[nH]c3)cc2)CC1 (centres undefined)
  A: 7	B: -4	C: -40	D: -4	E: 3	F: 2	G: -1	H: -11	I: 8
Cc1ccc(NC(=O)c2cc(-c3cccs3)nc3ccccc23)nc1
  A: 0	B: -13	C: 12	D: -11	E: -8	F: -2	G: 4	H: 7	I: -18
